Source: PubChem BioAssay
LYPLA2 counter – counter-screen for PME1 inhibitors: inhibitors of human LYPLA2 | O95372 | recombinant LYPLA2, FP-Rh probe fluorescence polarization | inhibition, % at 5.9 µM | 0.38% of 320,000 active;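 active means inhibition above the screen-wide mean plus 3 SD, limit set per campaign, cut at about 26% in these data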;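 further: 0% = LYPLA2 with DMSO and 100% = wells lacking LYPLA2 enzyme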
Target sequence (O95372 whole entry, looked up): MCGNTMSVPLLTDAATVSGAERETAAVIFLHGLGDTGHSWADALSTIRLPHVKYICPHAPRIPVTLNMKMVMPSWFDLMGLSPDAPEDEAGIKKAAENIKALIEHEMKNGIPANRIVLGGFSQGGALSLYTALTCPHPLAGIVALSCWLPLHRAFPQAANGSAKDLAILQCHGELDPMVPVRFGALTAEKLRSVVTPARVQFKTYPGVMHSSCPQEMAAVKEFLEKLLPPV
pPAFAH inh – inhibitors of human plasma PAF acetylhydrolase (pPAFAH); recombinant pPAFAH, FP-rhodamine probe fluorescence polarization; 1.5% of 330,000 active; AID 463082; inhibition, % at 3.39 µM; Q13093;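 active means inhibition above the mean inhibition across the screen plus 3 SD, cut at about 25% in these data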;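 further: inhibitors block binding of the rhodamine activity-based probe so polarization drops; 0% = enzyme with DMSO and 100% = wells lacking pPAFAH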
PAFAH1B3 inh – PAFAH1B3 (human) inhibition; Q15102; recombinant PAFAH1B3, FP-rhodamine probe, fluorescence polarization; inhibition, % at 3.39 µM; 0.28% of 340,000 active; AID 492972;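 active means inhibition above the screen-wide average of all tested compounds plus 3 SD, cut at about 25% in these data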;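 further: 0% = enzyme with DMSO only and 100% = wells lacking PAFAH1B3 protein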
GSTO1 counter – blocks human GSTO1 in RBBP9 counter-screen. P78417. recombinant GSTO1, activity-based probe fluorescence polarization. inhibition, % at 5.96 µM. 1.1% of 300,000 active. AID 1974;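 active means inhibition above the campaign mean inhibition plus 3 SD, cut at about 35% in these data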;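 further: 0% = GSTO1-1 with DMSO and 100% = wells lacking GSTO1-1 enzyme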
PAD4 FP inh – PAD4 (human) enzyme inhibition; Q9UM07; recombinant PAD4, RCA probe fluorescence polarization; inhibition, % at 6.36 µM; 0.41% of 330,000 active;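 active means percent inhibition above a cutoff equal to the mean of all tested compounds plus 3 SD, cut at about 15% in these data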;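 further: 0% = PAD4 with RCA probe and DMSO and 100% = probe without PAD4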
Target sequence (Q9UM07 whole entry, looked up): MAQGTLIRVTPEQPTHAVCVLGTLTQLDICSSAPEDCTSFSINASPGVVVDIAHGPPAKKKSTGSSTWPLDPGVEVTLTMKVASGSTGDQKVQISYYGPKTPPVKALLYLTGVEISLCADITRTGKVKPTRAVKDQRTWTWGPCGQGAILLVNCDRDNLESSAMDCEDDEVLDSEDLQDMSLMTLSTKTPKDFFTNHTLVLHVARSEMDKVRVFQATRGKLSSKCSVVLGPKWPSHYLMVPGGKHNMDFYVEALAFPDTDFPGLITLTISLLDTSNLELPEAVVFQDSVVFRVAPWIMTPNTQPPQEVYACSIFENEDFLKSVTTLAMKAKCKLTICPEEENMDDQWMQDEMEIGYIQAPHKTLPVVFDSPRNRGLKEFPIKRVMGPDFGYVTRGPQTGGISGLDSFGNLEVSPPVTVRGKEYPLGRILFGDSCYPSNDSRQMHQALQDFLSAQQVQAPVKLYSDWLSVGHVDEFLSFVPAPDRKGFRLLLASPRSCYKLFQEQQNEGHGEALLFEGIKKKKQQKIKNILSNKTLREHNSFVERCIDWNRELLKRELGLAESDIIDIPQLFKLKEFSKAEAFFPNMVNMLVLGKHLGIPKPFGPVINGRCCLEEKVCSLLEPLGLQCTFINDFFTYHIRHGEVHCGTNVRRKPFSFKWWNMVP
LYPLA1 counter – counter-screen for PME1 inhibitors: inhibitors of human LYPLA1 | recombinant LYPLA1, FP-Rh probe fluorescence polarization | inhibition, % at 5.9 µM | O75608 | 0.16% of 320,000 active;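 active means inhibition above the mean of all tested compounds plus 3 SD, set per campaign, cut at about 14% in these data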;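 further: inhibitors block serine hydrolase probe labeling of LYPLA1 so polarization falls; 0% = enzyme with DMSO and 100% = wells lacking LYPLA1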
PME-1 primary – PME-1 (human) inhibition; Q9Y570; recombinant PME-1, FP-Rh probe fluorescence polarization; inhibition, % at 5.9 µM; 0.53% of 320,000 active; AID 2130;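 active means inhibition above the campaign mean of all compounds plus 3 SD, cut at about 26% in these data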;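 further: competitive labeling of PME-1 active site by serine hydrolase directed probe; 0% = PME-1 with DMSO and 100% = wells lacking PME-1 enzyme; inhibitors block probe labeling so polarization falls and inhibition rises; many of its hits are not listed in these tables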
PAFAH2 inh – inhibitors of human PAFAH2; recombinant PAFAH2, FP-rhodamine activity probe, fluorescence polarization; 0.99% of 340,000 active; inhibition, % at 3.39 µM; Q99487;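 active means inhibition above the mean over all tested compounds plus 3 SD, cut at about 30% in these data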;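 further: inhibitors block probe labeling of enzyme so polarization drops; 0% = enzyme with DMSO and 100% = wells lacking PAFAH2 protein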
PAFAH1B2 inh – PAFAH1B2 (human) inhibition; AID 492953; P68402; inhibition, % at 3.39 µM; 1.2% of 340,000 active; recombinant PAFAH1B2, FP-rhodamine activity probe, fluorescence polarization;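 active means inhibition above the mean of all tested compounds plus 3 SD, cut at about 24% in these data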;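 further: 0% = enzyme with DMSO and 100% = wells lacking PAFAH1B2; many of its hits are not listed in these tables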
* = called active by the depositor; · = no result given. A portion of the library; rates above refer to the full screens.

SMILES	LYPLA2 counter	pPAFAH inh	PAFAH1B3 inh	GSTO1 counter	PAD4 FP inh	LYPLA1 counter	PME-1 primary	PAFAH2 inh	PAFAH1B2 inh
Cc1nn(CC(=O)NCc2cccs2)c(=O)c2nn(-c3ccccc3)c(C)c12	-6	-3	6	-4	-5	-1	3	-8	0
COc1cccc(C(=O)Nc2ccc3nc(N4CCN(c5ncccn5)CC4)cc(C)c3c2)c1OC	8	82*	·	37*	-2	13	-4	·	·
COc1ccc(-c2cc(=O)oc3cc(OCC(=O)NCC(O)c4ccccc4)ccc23)cc1 (stereo not given)	7	3	-1	0	1	0	1	0	3
COc1ccc(Cn2cnc3sccc3c2=O)cc1	9	-1	-2	2	4	-5	5	2	0
COc1ccc2c(c1)OC[C@H]1[C@H]2N2C(=O)CN(Cc3ccc(C)cc3)C(=O)[C@@]2(C)[C@H]1c1ccccc1	3	0	1	·	-1	-1	-11	-8	-1
CC1Sc2ccc(C(=O)Nc3ccc(S(=O)(=O)N(C)C)cc3)cc2NC1=O (stereo not given)	-6	-4	-2	-5	14	-3	8	-8	5
CC(C)(C)C(=O)OCc1cn(-c2ccc(Cl)cc2)nn1	-2	-5	1	3	-7	-1	-1	7	2
C=CCN(CC=C)S(=O)(=O)c1ccc(NC(=S)NC(=O)/C=C/c2ccc(C)cc2)cc1	-12	2	13	-10	-1	-4	-4	-15	2
COC(=O)C1CCCCN1C(=O)CCc1nnc(CCc2c[nH]c3ccccc23)o1 (stereo not given)	3	0	1	4	-3	1	1	4	6
CCc1ccc(NC(=O)C2CCN(S(=O)(=O)c3c(C)noc3/C=C/N(C)C)CC2)cc1	-7	7	10	4	-4	-9	3	-5	-4
COc1cc(C=O)ccc1OCCCCOc1ccccc1[N+](=O)[O-]	-1	0	4	0	-4	-4	-2	2	12
O=C(COC(=O)c1cccnc1Cl)NC1CCCc2ccccc21 (stereo not given)	·	2	8	·	-1	·	·	27	14
CNC(=O)NC(=O)C(OC(=O)Cc1cccc(C(F)(F)F)c1)c1ccccc1 (stereo not given)	1	6	0	6	-5	1	4	3	4
COc1ccccc1C1CCN(Cc2cccc([N+](=O)[O-])c2)CC1	-2	-2	6	-6	6	-1	1	0	7
Cc1cccc(OCC(=O)NCC(=O)n2nc(C)cc2C)c1	2	3	4	-2	-7	2	1	-19	1
COc1ccc2nc(C)cc(SCC(=O)N/N=C/c3c(OC)ccc4ccccc34)c2c1	-9	5	5	-5	5	-4	-7	5	0
O=C(c1ccccc1)N1CCCC(C(=O)N2CCc3ccccc3C2)C1 (stereo not given)	20	-3	-1	0	-5	6	4	1	19
CCOC(=O)c1ccccc1NC(=O)c1ccc(NS(C)(=O)=O)cc1	-2	5	8	-2	-4	-1	-4	-3	5
CCOC(=O)c1ccc(-c2ccc(/C=N/NC(=O)CN(c3cccc(C)c3)S(C)(=O)=O)o2)cc1	4	4	1	3	0	2	0	6	2
Cc1ccc(/C=C2\SC(=S)N(CC(=O)Nc3cccnc3)C2=O)cc1	4	4	-7	14	8	-6	-4	-10	-4
COc1ccc(-n2nc(C(=O)Nc3cc(OC)c(OC)c(OC)c3)c3ccccc3c2=O)c(OC)c1	-3	0	2	4	-2	-4	1	-10	-6
CCN(CC)C(=O)C(=O)c1cccn1-c1ccccc1C#N	5	2	8	6	2	5	2	2	4
CC12CN3CCN(CC(C3)/C1=N\N=C1/C3CN4CCN(C3)CC1(C)C4)C2	-1	3	-4	4	-2	0	-2	-11	4
COc1ccc(OCCCC(=O)Nc2cccc([N+](=O)[O-])c2C)cc1	9	4	2	1	-4	3	-2	0	0
c1ccc2c(c1)oc1c(NCCCN3CCOCC3)ncnc12	8	3	3	10	1	3	5	-1	1
The results go on:
SMILES	LYPLA2 counter	pPAFAH inh	PAFAH1B3 inh	GSTO1 counter	PAD4 FP inh	LYPLA1 counter	PME-1 primary	PAFAH2 inh	PAFAH1B2 inh
O=C(Nc1cc(Br)ccc1O)C1CC(c2c(F)cccc2Cl)=NO1 (stereo not given)	-15	3	1	-1	0	-13	-34	4	4
COc1cc(C(=O)N/N=C(\c2ccccc2)c2ccccn2)cc(OC)c1OC	2	7	-1	-5	-2	0	1	10	5
COc1cc(C(=O)N(C)CCOc2ccc(C)cc2)ccc1OC1CCN(C(C)=O)CC1	7	4	9	5	-3	4	2	7	3
CC(C)CCn1c(COc2ccccc2)n[nH]c1=S	4	10	-5	10	-2	-4	7	-6	2
CC1CCN(C(=O)CCNS(=O)(=O)c2ccc3c(c2)oc(=O)n3C)CC1	4	2	1	2	3	6	-3	8	0
C/C(=N\NC(=O)c1nnn(-c2nonc2N)c1-c1cccs1)c1ccc(O)cc1	8	2	6	-4	2	4	7	15	6
CCSc1nc(-c2ccco2)ccc1C#N	-10	19	-5	2	-3	-2	0	-5	0
Cc1cccc(NC(=O)c2ccc3nsnc3c2)c1C	0	10	-1	0	2	-2	2	0	6
CC(=O)NC(CCS(C)(=O)=O)C(=O)Nc1ccc(Cl)c(Cl)c1 (stereo not given)	3	27*	-6	23	-5	-2	-5	1	-1
CC(C)CN(CCCNC(=O)CN1C(=O)COc2ccc(S(=O)(=O)N3CCCC3)cc21)CC(C)C	-2	-4	6	3	-2	2	8	1	4
O=C(Cn1cnc2c(nnn2Cc2ccccc2)c1=O)N1CCCc2ccccc21	3	4	3	4	-4	0	4	8	4
COc1ccc(N2CC(NC(=O)N3CCN(c4ccccc4)CC3)CC2=O)cc1 (stereo not given)	5	2	2	1	0	1	2	-1	2
COc1ccc(OC)c(C2CC(=O)Nc3n[nH]c(-c4ccccc4)c32)c1 (stereo not given)	-2	3	12	0	4	0	2	-7	-2
Cc1cccc(C)c1NC(=O)CN(C)C(=O)[C@H](C)NC(=O)c1ccco1	-10	-4	-4	·	-4	-3	-5	-9	-2
CCOC(=O)C1=C(c2ccccc2)OC(N)=C(C#N)C1C(C)C (stereo not given)	-3	6	-2	11	-1	3	-8	3	1
O=C(Nc1ccc(Oc2ncnc3cc(Cl)ccc23)nc1)c1cccs1	-1	-4	-17	3	-5	1	8	-12	-9
O=C(CSc1ncnc2nc[nH]c12)N1CCOCC1	2	6	11	1	1	4	-1	-1	2
Cc1cc(C)c(S(=O)(=O)c2ccc(F)cc2C)c(=O)[nH]1	-2	-5	-6	-8	-9	-5	-5	2	0
Cc1ccc2cc(C3C(C#N)=C(N)Oc4c3ccc3cccnc43)c(=O)[nH]c2c1 (stereo not given)	6	27*	10	-19	2	-3	12	13	9
CCCn1c(SCC(=O)NCCc2ccccc2)nnc1-c1ccco1	-1	1	-2	2	-1	1	0	0	2
CCOC(=O)NC(Nc1ncccn1)(C(F)(F)F)C(F)(F)F	-9	2	-6	-2	-1	-1	2	-5	-2
Cc1nnc(NC(=O)CN2CCN(Cc3ccccc3)CC2)s1	0	7	-1	46*	1	-2	0	3	5
CCOc1cc(/C=N/NC(=O)Cn2nc([N+](=O)[O-])cc2C)ccc1OCc1ccc(F)cc1	-9	-2	-5	-10	7	-4	-6	-4	-1
COc1ccc(CCNC(=O)CCS(=O)(=O)c2ccc3c(c2)oc(=O)n3C)cc1OC	-2	5	3	-2	4	4	-7	6	2
C[n+]1ccc(C(=O)NCCC[N+](C)(C)C)cc1/C=N/O	0	2	6	6	-1	-4	1	5	5
More records:
SMILES	LYPLA2 counter	pPAFAH inh	PAFAH1B3 inh	GSTO1 counter	PAD4 FP inh	LYPLA1 counter	PME-1 primary	PAFAH2 inh	PAFAH1B2 inh
O=C(CN1C(=O)COc2ccccc21)c1cccc(Cl)c1	5	3	0	0	-5	1	2	2	0
CCOc1cc(C(=O)NC(=S)Nn2cnnc2)cc(OCC)c1OCC	1	2	21	8	1	-2	5	-2	10
COc1ccc(C2CC(=O)c3c(ccc4ccccc34)N2)cc1OC (stereo not given)	1	20	3	7	-4	0	-3	3	6
COc1ccc(OC)c(NC(=O)COC(=O)CCCN=C2NS(=O)(=O)c3ccccc32)c1	·	-1	8	·	2	·	·	3	1
O=C(Cn1cnnn1)NC1CCCN(Cc2ccccc2F)C1 (stereo not given)	-6	7	3	6	-1	-4	0	-5	0
O=C(c1ccco1)N1CCN(c2ncnc3scc(-c4ccc(F)cc4)c23)CC1	-2	2	9	-6	2	-2	0	4	-4
Cc1nccc(-c2cccc(N/N=C(\C#N)C(=O)c3ccccc3)c2)n1	-1	22	5	6	-1	0	3	3	-1
CN(C)CCCCOc1ccc(F)cc1	-6	-3	5	-4	1	-2	-1	-5	8
CCOc1ccc(C(=O)NCC(c2cccs2)N2CCOCC2)cc1 (stereo not given)	·	-3	3	·	0	·	·	3	3
COCCNC(=O)C(c1ccc(O)cc1)N(C(=O)CCC(=O)Nc1nccs1)c1cccc(C)c1 (stereo not given)	-1	-1	9	6	-5	1	2	0	2
CSc1ccc(C(=O)C2CCCN(C(=O)CCc3cnn(C)c3)C2)cc1 (stereo not given)	8	4	2	1	-2	3	2	4	-1
COc1ccc([C@H]2CC(=O)C=C(c3cccc(OC)c3)C2)cc1	3	4	13	·	-1	-3	7	2	2
COc1ccc(/C=N/c2oc(-c3ccccc3)cc2C#N)cc1OC	5	0	10	5	2	0	1	4	4
Cc1cc(C)c(S(=O)(=O)NCc2ccncc2)c(C)c1	5	1	0	1	1	0	-2	1	8
OC(COc1ccc2ccccc2c1Br)Cn1cnc(-c2ccccc2)c1 (stereo not given)	-39	-7	9	-15	-2	-21	-15	-7	-1
CCOC(=O)c1sc(C)c2c1NC(C)(c1cccc3ccccc13)NC2=O (stereo not given)	4	2	9	-5	2	-3	-6	-4	-6
CCOc1ccc2[nH]cc(C(=O)N3CCN(C4CCCCC4)CC3)c(=O)c2c1	-2	4	-4	8	1	0	-3	2	7
O=C(COC(=O)C1CC(=O)N(c2nc(-c3ccccc3)cs2)C1)c1ccccc1 (stereo not given)	-5	6	3	0	0	-7	-10	18	4
COC(=O)c1ccc(-n2c(C)cc(/C=N/n3cnnc3)c2C)cc1	3	3	7	3	1	2	0	-2	-3
COc1cc(/C=C/C(=O)OCc2cn3cc(Cl)ccc3n2)ccc1O	-6	5	-2	-8	0	-2	6	5	1
Cc1ccc(C)c(SCC(=O)OCC(=O)Nc2ccc(S(=O)(=O)N3CCOCC3)cc2)c1	1	26*	8	-6	2	0	-1	2	6
COc1cc(/C=N/n2cnnc2)ccc1OC(=O)c1ccco1	1	-3	8	-5	-3	-1	3	-6	1
COc1ccc(C)cc1NC(=O)CSc1cccc[n+]1[O-]	·	2	3	·	3	·	·	7	1
COc1cc(/C=N/NC(=O)c2ccncc2)c([N+](=O)[O-])cc1OC	-8	2	2	2	1	-6	-2	7	-1
c1ccc(C2(CN3CCNC[C@H]3Cc3cccc4ccccc34)CC2)cc1	5	6	-2	0	-4	3	1	-3	-3
C/C(CC(=O)Nc1cc(Cl)ccc1Cl)=N\NC(N)=S	-1	-1	0	0	3	-3	-5	5	4
